FXIa inh mix: inhibitors of human coagulation factor XIa, pooled mixtures. 0.19% of 62,000 active. inhibition, % at 5 µM. P03951. AID 680. purified FXIa, fluorogenic substrate;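 note: each value is inhibition by a whole ten-compound pool holding the compound; 0% = enzyme with no mixture and 100% = wells lacking enzyme; strong numbers were not always called active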
FXIIa mix inh: blocks human factor XIIa in pooled compound mixtures | P00748 | purified FXIIa, fluorogenic substrate | inhibition, % at 5 µM | 0.2% of 62,000 active | AID 684;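 note: 0% = enzyme without compound and 100% = no enzyme blank; some results filed as inactive read as strong as hits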
Target sequence (P00748 20-372 limits assumed): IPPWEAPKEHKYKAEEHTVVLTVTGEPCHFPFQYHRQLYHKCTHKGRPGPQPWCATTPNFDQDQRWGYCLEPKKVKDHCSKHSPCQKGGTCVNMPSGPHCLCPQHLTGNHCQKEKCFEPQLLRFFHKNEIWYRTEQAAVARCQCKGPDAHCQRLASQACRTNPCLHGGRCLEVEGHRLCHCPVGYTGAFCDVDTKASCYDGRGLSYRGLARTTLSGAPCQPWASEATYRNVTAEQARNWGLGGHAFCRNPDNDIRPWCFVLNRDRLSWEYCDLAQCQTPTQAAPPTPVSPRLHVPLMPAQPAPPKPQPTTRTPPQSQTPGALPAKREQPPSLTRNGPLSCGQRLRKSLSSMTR
Target sequence (P00748 373-615 limits assumed): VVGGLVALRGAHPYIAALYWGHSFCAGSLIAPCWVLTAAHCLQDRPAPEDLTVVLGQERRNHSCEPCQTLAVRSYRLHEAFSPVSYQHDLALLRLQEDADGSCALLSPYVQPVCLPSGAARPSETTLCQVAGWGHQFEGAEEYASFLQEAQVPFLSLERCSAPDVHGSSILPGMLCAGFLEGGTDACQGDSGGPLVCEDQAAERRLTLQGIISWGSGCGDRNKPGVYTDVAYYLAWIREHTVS
Abs 340nm: absorbance at 340 nm | compound absorbance at 340 nm, fold over control | fold change at 10 µM | 65,000 tested, under 10 active;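 active = at 10 µM dose, initial 340 nm absorbance at least 2 fold that of control wells; inactive = change under 2 fold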;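 note: initial absorbance extrapolated from kinetic A340 decline of NADH oxidation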
DUSP1 inh: inhibitors of human MKP-1 phosphatase. P28562. recombinant MKP-1, OMFP hydrolysis fluorescence. inhibition, %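 (compounds tested at a single concentration somewhere between 10 and 100 µM)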. 0.15% of 65,000 active;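 active = inhibition above about 50%, limit read from the data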;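 note: 0% = DMSO max control wells and 100% = wells with enzyme stopped by NaOH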
Target sequence (P28562 whole entry, looked up): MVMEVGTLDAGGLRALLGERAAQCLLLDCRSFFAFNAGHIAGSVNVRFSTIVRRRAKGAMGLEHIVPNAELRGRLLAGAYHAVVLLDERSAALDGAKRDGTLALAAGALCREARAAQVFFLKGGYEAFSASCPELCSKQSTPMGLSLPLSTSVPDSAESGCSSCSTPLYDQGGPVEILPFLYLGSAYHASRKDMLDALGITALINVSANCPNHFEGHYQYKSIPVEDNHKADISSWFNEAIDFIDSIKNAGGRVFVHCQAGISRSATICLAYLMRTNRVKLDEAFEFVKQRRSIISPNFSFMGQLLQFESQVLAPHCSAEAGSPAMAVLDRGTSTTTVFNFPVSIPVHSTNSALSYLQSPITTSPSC
MMP-13 inhibitor: inhibitors of human MMP13; P45452; MMP-13 fTHP FRET cleavage, Mca fluorescence; inhibition, % at 4 µM; 0.07% of 65,000 active; AID 570;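 active = inhibition above the mean of compound-free control plate wells plus 3 SD, cut at about 14% in these data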;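 note: 0% = DMSO wells and 100% = wells with reference MMP-13 inhibitor after basal subtraction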
JNK3 inh: blocks human JNK3 kinase activity; P53779; inhibition, % at 8 µM; 0.61% of 60,000 active; purified JNK3 kinase activity, HTS; AID 746; in the data active = inhibition above about 17%;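 note: 0% = DMSO and 100% = reference inhibitor; many of its hits are not listed in these tables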
Cdc25B inh: human M-phase inducer phosphatase 2 inhibition; recombinant Cdc25B, OMFP fluorescence Ex485/Em525; inhibition, %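 (compounds tested at 10 µM final in the well)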; 0.1% of 65,000 active; AID 368; in the data active = inhibition above about 50%
Hsp90 inh: displaces geldanamycin probe from tumor Hsp90; AID 429; inhibition, % at 30 µM; P07900; NCI-N417 lysate Hsp90, Cy3B-geldanamycin FP displacement; 0.35% of 64,000 active;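 active = inhibition above 50%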;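 note: 0% = tracer plus lysate wells and 100% = tracer alone without lysate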
AP complement: alternative pathway complement inhibition, orthogonal assay; Human serum alternative complement pathway, LPS-coated ELISA, C3 deposition; tested in compound mixtures; inhibition, % at 5 µM; 0.08% of 62,000 active; AID 1235;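 active = inhibition above 30% in each of the two pooled mixtures holding the compound, so the lower value exceeds 30%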;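 note: 0% = serum in Mg-EGTA without compound and 100% = EDTA serum blank; some compounds past the cut are filed as inactive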
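Assay system: Human serum alternative complement pathway, C3 deposition on LPS-coated wells | Incubation: 1 h serum-compound exposure at 37 °C | Doses: 5 µM per compound in ten-compound mixtures | Read-out: Percent inhibition | Technique: ELISA with HRP anti-human C3 antibody, TMB substrate, absorbance 450 nm | Replication: Two pool placements per compound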
Starred values were filed as active, the others as inactive; . = no result given; [ ] = remark or other dose. Cut-off read from the data, not from the text of the source, unless noted: active = inhibition above about 20% (passing the limit was not always enough); inactive = the rest.

The opening six compounds, ahead of the listing:
SMILES	FXIa inh mix	FXIIa mix inh	Abs 340nm	DUSP1 inh	MMP-13 inhibitor	JNK3 inh	Cdc25B inh	Hsp90 inh	AP complement
O=C1CCc2cc(S(=O)(=O)NC(Cc3ccccc3)C(=O)NC3CCCCC3)ccc2N1 (stereo not given)	6	3	1	10	.	.	6	.	10
Cc1cccc(NC(=O)Cn2c(=O)n3nc(CCn4nc(C)cc4C)nc3c3ccccc32)c1	11	-2	1	28	-4	1	-3	-3	11
CCCS(=O)(=O)N1CCC(C(=O)NCCCN2CCCC2=O)CC1	5	4	1	-4	-1	1	15	5	-8
CC(=O)Nc1ccc(OCC(O)Cn2nc(C)nc2C)cc1 (stereo not given)	13	4	1.1	-10	-2	2	2	-6	12
O=C(Nc1ccc(N2CCCCC2)cc1)c1cccnc1	4	10	1.1	6	2	-9	4	-16	13
CCC(C)(C)NC(=O)C(c1cccn1C)N(C(=O)Cn1nnc2ccccc21)c1ccccc1OC (stereo not given)	9	3	1	14	-6	3	-11	-3	-5

All compounds of this part, from the first entry:
SMILES	FXIa inh mix	FXIIa mix inh	Abs 340nm	DUSP1 inh	MMP-13 inhibitor	JNK3 inh	Cdc25B inh	Hsp90 inh	AP complement
O=C1CCc2cc(S(=O)(=O)NC(Cc3ccccc3)C(=O)NC3CCCCC3)ccc2N1 (stereo not given)	6	3	1	10	.	.	6	.	10
Cc1cccc(NC(=O)Cn2c(=O)n3nc(CCn4nc(C)cc4C)nc3c3ccccc32)c1	11	-2	1	28	-4	1	-3	-3	11
CCCS(=O)(=O)N1CCC(C(=O)NCCCN2CCCC2=O)CC1	5	4	1	-4	-1	1	15	5	-8
CC(=O)Nc1ccc(OCC(O)Cn2nc(C)nc2C)cc1 (stereo not given)	13	4	1.1	-10	-2	2	2	-6	12
O=C(Nc1ccc(N2CCCCC2)cc1)c1cccnc1	4	10	1.1	6	2	-9	4	-16	13
CCC(C)(C)NC(=O)C(c1cccn1C)N(C(=O)Cn1nnc2ccccc21)c1ccccc1OC (stereo not given)	9	3	1	14	-6	3	-11	-3	-5
COC(=O)c1cc(NC(=O)c2nccnc2C(=O)O)cc(C(=O)OC)c1	4	4	1	5	3	3	0	-1	10
O=C(c1cccn2c(=O)c3ccccc3nc12)N1CCN(Cc2ccc3c(c2)OCO3)CC1	8	3	1.1	31	-28	.	-3	-8	15
COc1ccc(S(=O)(=O)Cc2ccc(C(=O)N3CCC(C(N)=O)CC3)o2)cc1	1	7	1	6	4	2	-7	0	4
COC(=O)c1cc(OC)c(OC)cc1NC(=O)c1ccco1	10	6	1.1	20	11	.	-6	.	12
Cc1ccc(S(=O)(=O)CCC(=O)c2ccc(O)cc2O)cc1	-1	4	1.1	-9	2	1	6	2	-29
CCOc1c(CNCCNC(=O)c2nonc2N)cccc1OC	18	5	1	-19	6	3	-5	-2	8
Cc1c(C(=O)N2CCCCC2)oc2ccc(S(=O)(=O)N3CC(C)CC(C)C3)cc12 (stereo not given)	-1	-14	1	30	3	2	-2	0	14
Cc1ccc2oc(=O)c3cc(C(=O)N4CCN(C(=O)c5ccco5)CC4)sc3c2c1	7	0	1.2	17	-6	-1	5	-4	4
N#CCSc1nc2cc(C(=O)N3CCC(C(N)=O)CC3)ccc2c2nc3ccccc3n12	8	-1	1.1	40	-2	2	-5	-2	16
Cc1ccc2[nH]c3c(c2c1)CN(C(=O)CN1CCN(Cc2ccc4c(c2)OCO4)CC1)CC3	4	3	0.97	13	-3	-2	-6	-4	5
COc1nc(-c2ccc(Cl)cc2)ccc1-c1noc(-c2ccco2)n1	22	3	1.1	22	1	.	-7	-8	8
O=C(Nc1ccccc1)c1cnc2n(c1=O)CCS2	-2	-2	1	-4	1	-1	-9	-2	-16
Cc1cc(C)n(-c2cc(-c3ccccc3)nc(C)n2)n1	6	7	1	3	2	3	-13	-2	6
O=C(NC1=NCCS1)c1ccc(Cl)s1	5	7	1	6	-3	9	1	-1	7
COc1ccc(-c2noc(CSc3nnc(-c4ccncc4)n3-c3ccc(F)cc3)n2)cc1OC	4	-7	1	24	2	2	-8	0	5
C=CCOc1ccc(C2NC(=O)NC(C)=C2C(=O)OC)cc1 (stereo not given)	5	2	1	1	2	-7	-5	-3	8
Cn1cc(S(=O)(=O)CC(=O)N2CCCc3ccccc32)c2ccccc21	2	5	1	14	4	1	-5	-3	20
O=C(C(Cc1ccccc1)n1cccc1)N1CCN(Cc2ccccc2)CC1 (stereo not given)	3	21	1	0	5	-1	-11	-3	10
Cc1cc(C)cc(-c2nnc(SCC(=O)N3CCN(C(=O)c4ccco4)CC3)o2)c1	4	2	1	28	5	-4	-9	-2	-5

Of the compounds above, three have an aryl thioether with sulfur outside any ring.
SMILES	FXIa inh mix	FXIIa mix inh	Abs 340nm	DUSP1 inh	MMP-13 inhibitor	JNK3 inh	Cdc25B inh	Hsp90 inh	AP complement
N#CCSc1nc2cc(C(=O)N3CCC(C(N)=O)CC3)ccc2c2nc3ccccc3n12	8	-1	1.1	40	-2	2	-5	-2	16
COc1ccc(-c2noc(CSc3nnc(-c4ccncc4)n3-c3ccc(F)cc3)n2)cc1OC	4	-7	1	24	2	2	-8	0	5
Cc1cc(C)cc(-c2nnc(SCC(=O)N3CCN(C(=O)c4ccco4)CC3)o2)c1	4	2	1	28	5	-4	-9	-2	-5

(listing goes on)
SMILES	FXIa inh mix	FXIIa mix inh	Abs 340nm	DUSP1 inh	MMP-13 inhibitor	JNK3 inh	Cdc25B inh	Hsp90 inh	AP complement
Cc1cc(C)n(C2CCCCC2OC(=O)c2ccccc2)n1 (stereo not given)	.	.	1	-18	4	3	1	-3	.
CCCNC(=O)NCCc1c(C)[nH]c2ccccc12	4	0	1.1	-5	-2	-4	-2	-3	15
CC1(C)CCN(Cc2ccccc2)C1CC#N (stereo not given)	.	.	0.95	-31	-2	-3	13	-5	.
COC(=O)c1[nH]c2ccc(F)cc2c1NC(=O)CCN1CCN(Cc2ccc3c(c2)OCO3)CC1	2	8	1.1	-10	-19	4	4	-10	7
CCOc1ccc(CCNC(=O)C(C)n2nc(C)n3c(cc4occc43)c2=O)cc1OCC (stereo not given)	0	-1	1	9	2	4	-20	-6	30
COC(=O)c1sc(NC(=O)c2ccc(Cn3cc(Cl)cn3)o2)c(C#N)c1C	6	4	1	33	4	4	11	-4	17
CN(C)S(=O)(=O)c1ccc(C(=O)Nc2ccc(CN3CCCC3)cc2)cc1	0	-1	1	-2	7	3	-6	0	1
CC(=O)Nc1cc(C(=O)O)ccc1S(=O)(=O)c1ccc(C)cc1	-10	3	1	33	1	.	-4	-5	-2
Cc1c2c(nc3c(C(=O)NC4CCCC4)cnn13)CCCC2	1	-13	1	0	-60[fluorescence artefact?]	.	-5	-1	-5
CC(=C1C(=O)c2ccccc2C1=O)N1CCC(C(N)=O)(N2CCCCC2)CC1	0	7	1.3	0	2	6	3	-6	4
O=C1CC2(CCCCC2)Oc2ccc(OCC(=O)N3CCOCC3)cc21	5	0	1	7	-96[fluorescence artefact?]	-6	-17	-1	10
CC1CN(S(=O)(=O)c2ccc(NC(=O)CCN3C(=O)c4ccccc4C3=O)cc2)CC(C)O1 (stereo not given)	-2	0	0.99	11	-4	8	-4	-1	9
CCC(=O)Nc1nnc(-c2ccco2)o1	7	10	1	-1	-2	7	-14	-1	-3
CCOc1ccc(C2CC(c3ccccc3C)n3nc(N)nc3N2)cc1 (stereo not given)	7	11	0.99	8	-4	0	-7	0	15
c1ccc(-c2cn3nc(-c4ccccc4)sc3n2)cc1	6	-11	1.1	1	1	1	3	-2	9
COc1ccccc1N1CCN(C2=NS(=O)(=O)c3ccccc32)CC1	2	-9	1	9	0	-7	-15	-2	-4
C/C(Cl)=C\Cn1c(Nc2cccc(C)c2)nc2c1c(=O)n(C)c(=O)n2C	8	5	1	-1	0	-1	5	-8	5
COC(=O)c1ccccc1NC(=O)C1CCCN(S(=O)(=O)c2ccc(F)cc2)C1 (stereo not given)	18	10	1	12	-6	-5	-6	-14	12
CC(C)C(c1nnnn1C(C)(C)C)N1CCN(c2cccc(Cl)c2)CC1 (stereo not given)	6	10	0.98	-15	-1	-3	-12	-1	1
COc1cccc(NC2c3ccccc3C(=O)N2Cc2ccco2)c1 (stereo not given)	-6	-28	1	10	1	1	-6	-5	18
Nc1nc(-c2ccco2)nn1C(=O)CCc1ccccc1	6	-15	1	3	-1	1	1	-4	28
CCC(C)n1[nH]c(=O)c2c(C)cc(C)nc21 (stereo not given)	6	15	1	-12	-10	3	-7	7	0
O=C1C(Cl)=C(N2CCOCC2)C(=O)N1c1cccc(Cl)c1	2	-17	1.1	-7	3	7	-18	0	-16
CN1C(=O)C2(N=c3ccccc3=N2)c2ccccc21	.	.	1.1	-13	-60	14	-11	0	.
O=C(NCCSCc1ccco1)Nc1ccc(Cl)cc1	4	9	1	-2	-2	2	-7	-7	-5

Overlap with the part before: 2 compounds, followed by the next part.
SMILES	FXIa inh mix	FXIIa mix inh	Abs 340nm	DUSP1 inh	MMP-13 inhibitor	JNK3 inh	Cdc25B inh	Hsp90 inh	AP complement
CN1C(=O)C2(N=c3ccccc3=N2)c2ccccc21	.	.	1.1	-13	-60	14	-11	0	.
O=C(NCCSCc1ccco1)Nc1ccc(Cl)cc1	4	9	1	-2	-2	2	-7	-7	-5
CCOC(=O)c1[nH]c(C)c(/C(O)=C2\C(=O)C(=O)N(CCCN3CCOCC3)C2c2cccnc2)c1C (stereo not given)	4	12	1.1	-11	2	-1	-1	-1	8
COc1ccc(C2CC(C(F)(F)F)n3nc(C(=O)Nc4ccc5c(c4)OCO5)cc3N2)cc1 (stereo not given)	2	-16	1	15	2	-4	-8	-4	-11
COc1ccc(NC(=O)C2CCCN2C(=O)NC2CCCCC2)cc1OC (stereo not given)	10	2	1	0	4	3	-1	-1	2
Cn1c(COc2ccc(Cl)cc2)nc2ccccc2c1=O	3	12	1	22	-3	0	7	3	-11
COC(=O)C1=C(C)OC(N)=C(C#N)C1C1CCCCC1 (stereo not given)	-1	-7	0.99	9	0	-4	-7	0	4
COc1ccc(N2CCN(C(=O)C(C)(C)Oc3ccc(Cl)cc3)CC2)cc1	5	3	1	2	2	3	-24	-2	11
Nc1nc(N)nc(-c2ccccc2)n1	5	14	0.98	-8	4	3	-13	1	10
CCCCNC(=O)c1ccc(CS(=O)(=O)c2cccc(C(F)(F)F)c2)o1	9	8	0.99	18	0	3	-5	-1	1
Cc1ccc(OCCNC(=O)c2ccco2)cc1C	6	-18	1	-5	5	1	-7	-3	13
CCC(C)NC(=O)c1ccccc1C(=O)NC(C)CC (stereo not given)	4	-5	1.1	1	2	-10	-5	2	6
